FEN1 inh: blocks human flap endonuclease 1. Potency, µM (highest dose often 114 µM), inactives show top-dose activity change, negative = inhibition, actives largely listed as inhibitors. Recombinant FEN1 flap cleavage, fluorescence, 15 min. actives 0.35% (n = 390,000). AID 588795; note: nearly all actives have a fitted effect of over 65% in size
Target sequence (P39748 whole entry, looked up): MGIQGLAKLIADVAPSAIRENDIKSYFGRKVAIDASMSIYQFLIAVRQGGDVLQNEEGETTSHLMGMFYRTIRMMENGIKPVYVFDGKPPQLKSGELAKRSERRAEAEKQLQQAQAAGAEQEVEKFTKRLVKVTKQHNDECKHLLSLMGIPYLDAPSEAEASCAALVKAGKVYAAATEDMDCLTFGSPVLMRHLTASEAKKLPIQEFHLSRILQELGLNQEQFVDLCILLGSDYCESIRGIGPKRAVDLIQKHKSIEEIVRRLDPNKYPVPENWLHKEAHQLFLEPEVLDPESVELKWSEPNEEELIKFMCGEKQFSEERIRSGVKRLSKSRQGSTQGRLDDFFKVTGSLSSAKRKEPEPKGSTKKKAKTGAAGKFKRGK
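With each library titrated from low to high concentration, compounds met 10 nM FEN1 for 15 min at room temperature before 50 nM substrate was added; readings at 0 and 15 min fed four-parameter Hill curve fits.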
GCN5L2 inh: inhibitors of human GCN5L2 histone acetyltransferase; actives 0.21% (n = 390,000); Q92830; Potency, µM (series often up to 58.9 µM), for the others: at the top dose activity change, negative = inhibition, hits mostly inhibitors; AID 504327; GCN5L2 HAT assay, ThioGlo1 CoA-SH fluorescence
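Preincubate 20nM GCN5L2 with compound 15 min, RT → add 50uM ThioGlo1 + 75uM H3(1-25) + 70uM acetyl-CoA → read fluorescence 0 and 20 min. Primary qHTS; fluorescent artifacts likely.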
* = called active by the depositor; ? = inconclusive; · = no result given; [ ] = another dose, or the depositor's remark. Calls come from the whole dose curve; as a rule, active = well fitted curve in the direction sought with a large enough effect; inconclusive = small, poorly fitted or top-dose-only effect, or another doubt; inactive = no such curve, though single readings can be large; an effect the other way counts as inactive or inconclusive. % is set by controls: 0 for no effect and ±100 for the full control effect; potency is the fitted concentration of half-maximal effect. These rows are one share of the data (hit frequency here may not be typical).

FEN1 inh | GCN5L2 inh | Molecule
· | -7.1% | C=C1C[C@@]23CC[C@H]4[C@@](C)(CCC[C@@]4(C)C(=O)OC4OC(CO)C(O)C(O)C4O)[C@@H]2CC[C@]1(OC1OC(CO)C(O)C(O)C1OC1OC(CO)C(O)C(O)C1O)C3 (stereo not given in full)
· | 1.6% | O=C(O)c1ccnc2c(O)cccc12
· | -9.6% | COc1ccc2c(c1)[C@H]1[C@H](CO2)[C@H](c2ccccc2)[C@]2(C)C(=O)N[C@@H](C)C(=O)N12
· | -28.1% | CC[C@@H](C)[C@H]1O[C@]2(CC[C@H]1C)C[C@@H]1C[C@@H](CC=C(C)[C@@H](O[C@H]3C[C@H](OC)[C@@H](O[C@H]4C[C@H](OC)[C@@H](O)[C@H](C)O4)[C@H](C)O3)[C@@H](C)C=CC=C3CO[C@@H]4[C@H](O)C(C)=C[C@@H](C(=O)O1)[C@]34O)O2
· | 12.9% | CC(C)C1=CC2=CC[C@@H]3[C@](C)(CCC[C@@]3(C)C(=O)O)[C@H]2CC1
· | ? | Cc1ncc(CO)c(CN)c1O
· | -8.9% | COCC(=O)Nc1cc(Sc2ccccc2)ccc1N=C(NC(=O)OC)NC(=O)OC
· | 5.2% | CCN(CC)CCOC(=O)c1cccnc1
· | -17.1% | C=C1NC(=O)c2cc(CN(C)c3ccc(C(=O)N[C@@H](CCC(=O)O)C(=O)O)s3)ccc2N1
· | -3.3% | CC(C)=CCC/C(C)=C/CC/C(C)=C/CC/C=C(\C)CC/C=C(\C)CCC=C(C)C
· | ? | CCCCC#Cc1nc(NC)c2ncn([C@@H]3O[C@H](CO)[C@@H](O)[C@H]3O)c2n1
· | 8.0% | COC(F)(F)C(Cl)Cl
· | ? | CN1C[C@@H]2C[C@H]1CN2c1cc2c(cc1F)c(=O)c(C(=O)O)cn2C1CC1
· | 2.7% | COc1ccc2c(=O)c(C)c(-c3ccccc3)oc2c1CN(C)C
· | -3.8% | Cn1c(Oc2ccc(Cl)c3cccnc23)nc2c1c(=O)n(Cc1ccccc1Cl)c(=O)n2C
· | 20µM* | COc1ccc2cc1Oc1cc3c(cc1OC)CC[N+](C)(C)C3Cc1ccc(cc1)Oc1c(OC)c(OC)cc3c1C(C2)[N+](C)(C)CC3 (stereo not given)
· | -5.3% | NCC[C@H](O)C(=O)N[C@@H]1C[C@H](N)[C@@H](O[C@H]2O[C@H](CN)CC[C@H]2N)[C@H](O)[C@H]1O[C@H]1O[C@H](CO)[C@@H](O)[C@H](N)[C@H]1O
· | -5.4% | Cc1cc2c(s1)c(C#N)c(C(=O)NCc1ccccc1F)n2C
· | -9.1% | C#C[C@@]1(O)CC[C@@H]2[C@H]3CCC4=C/C(=N\O)CC[C@H]4[C@@H]3CC[C@]21CC
· | -5.9% | O=C(O)C[CH2][Ge](=[O])[O][Ge](=[O])[CH2]CC(=O)O
· | 4.2% | C[C@@H]1CC2C3CCC4=CC(=O)C=C[C@]4(C)[C@@]3(F)[C@@H](O)C[C@]2(C)[C@@]1(O)C(=O)COC(=O)c1cccc(S(=O)(=O)O)c1 (stereo not given in full)
· | -14.6% | CC(C)CN(C[C@@H](OP(=O)(O)O)[C@H](Cc1ccccc1)NC(=O)O[C@@H]1CCOC1)S(=O)(=O)c1ccc(N)cc1
· | -6.9% | Oc1cc(NCc2ccccc2)cc2cccnc12
· | -4.5% | O=C1NC(Cc2ccccc2)c2nc3cc(Cl)ccc3c(=O)n2-c2cc(Cl)ccc21 (stereo not given)
· | -1.7% | OC[C@H]1O[C@@](CO)(O[C@H]2O[C@H](CO)[C@@H](O)[C@H](O)[C@H]2O)[C@@H](O)[C@@H]1O
· | 2.6% | CC(C)n1cnc2c(NCc3ccccc3)cc(N[C@@H](CO)Cc3ccccc3)cc21
· | -15.5% | C[C@]12CCC(=O)C=C1[C@@H]1C[C@H]1[C@H]1[C@@H]3[C@@H]4C[C@H]4[C@@]4(CCC(=O)O4)[C@@]3(C)CC[C@@H]12
· | 12.6µM* | O=S(=O)(O)c1cc(O)c2c(N=Nc3ccc(Nc4ccccc4)c4c(S(=O)(=O)O)cccc34)cc(S(=O)(=O)O)cc2c1
· | 3.4% | COc1ccc(C(=O)/C(Br)=C/C(=O)O)cc1
· | 1.0% | O=C(O)CO.[NH2-].[NH2-].[Pt+2]
· | 2.3% | C=C(NCc1ccccc1)c1ccccc1O
· | 0.6% | CC(C)(C)C(=O)C(Oc1ccc(Cl)cc1)n1ccnc1 (stereo not given)
· | 0.2% | O=C1NC(Cc2ccccc2)c2nc3ccc(F)cc3c(=O)n2-c2cc(Cl)ccc21 (stereo not given)
· | -10.5% | OC[C@@H]1O[C@](CO)(O[C@H]2O[C@H](CO)[C@@H](O)[C@H](O)[C@H]2O)[C@H](O)[C@H]1O
· | 2.9% | CC(C)c1ncc([N+](=O)[O-])n1C
· | -8.2% | NC(N)=NCC1COc2ccccc2O1 (stereo not given)
· | -4.3% | N#Cc1c(N(CC(=O)O)CC(=O)O)sc(C(=O)O)c1CC(=O)O
· | -15.4% | Nc1nc(Cl)nc2c1ncn2[C@@H]1O[C@H](CO)[C@H](O)C1F (stereo not given in full)
· | -8.9% | CC1=C(/C=C/C(C)=C/C=C/C(C)=C/C(=O)Oc2c(C)c(C)c3c(c2C)CC[C@@](C)(CCC[C@H](C)CCC[C@H](C)CCCC(C)C)O3)C(C)(C)CCC1
· | 0.4% | C#CCN[C@@H]1CCc2ccccc21
· | 12.1% | C[C@]12C=CC(=O)N[C@@H]1CC[C@@H]1C2CC[C@]2(C)C(C(=O)Nc3cc(C(F)(F)F)ccc3C(F)(F)F)CC[C@@H]12 (stereo not given in full)
· | 1.6% | CC(C)C[C@@H](NC(=O)[C@H](Cc1ccccc1)NC(=O)c1cnccn1)B(O)O
· | 22.4µM* | CCC(Cc1c(I)cc(I)c(O)c1I)C(=O)O (stereo not given)
· | 3.3% | CCOC(=O)C1=C(C)NC(C)=C(C(=O)OCC)C1c1ccccc1C=CC(=O)OC(C)(C)C
· | -0.7% | O=C1NC(Cc2ccc(O)cc2)c2nc3ccc(Br)cc3c(=O)n2-c2ccc(Cl)cc21 (stereo not given)
· | -13.2% | CC1=CCC(C(C)(C)O)CC1 (stereo not given)
· | 2.1% | O=C1CSC2(CCN(CCCN3c4ccccc4Sc4ccc(Cl)cc43)CC2)N1
· | -4.6% | CC(=O)NCCCS(=O)(=O)O

Quoted at random: 5 entries already listed, in no set order.
FEN1 inh | GCN5L2 inh | Molecule
· | -15.4% | Nc1nc(Cl)nc2c1ncn2[C@@H]1O[C@H](CO)[C@H](O)C1F (stereo not given in full)
· | -8.9% | CC1=C(/C=C/C(C)=C/C=C/C(C)=C/C(=O)Oc2c(C)c(C)c3c(c2C)CC[C@@](C)(CCC[C@H](C)CCC[C@H](C)CCCC(C)C)O3)C(C)(C)CCC1
· | 12.1% | C[C@]12C=CC(=O)N[C@@H]1CC[C@@H]1C2CC[C@]2(C)C(C(=O)Nc3cc(C(F)(F)F)ccc3C(F)(F)F)CC[C@@H]12 (stereo not given in full)
· | -4.6% | CC(=O)NCCCS(=O)(=O)O
· | -13.2% | CC1=CCC(C(C)(C)O)CC1 (stereo not given)

New compounds follow:
FEN1 inh | GCN5L2 inh | Molecule
· | 3.9% | CC(C)CN(C[C@@H](O)[C@H](Cc1ccccc1)NC(=O)O[C@H]1CO[C@H]2OCC[C@H]21)S(=O)(=O)c1ccc(N)cc1
· | 2.1% | O=C1NC(Cc2ccccc2)c2nc3ccc(F)cc3c(=O)n2-c2ccccc21 (stereo not given)
· | -1.7% | NCCCC(N)CC(=O)NCC1NC(=O)C(CO)NC(=O)C(N)CNC(=O)C(C2CCN=C(N)N2)NC(=O)/C(=C/NC(N)=O)NC1=O (stereo not given)
· | 4.2% | FC(F)(F)C(F)(F)C(F)(F)C(F)(F)C(F)(F)F
· | -5.9% | O=C1CCC(=O)N1CO
· | -1.4% | NC(=O)c1ccc2[nH]ccc2c1
· | -7.8% | CO/N=C(/C(=O)N[C@@H]1C(=O)N2C(C(=O)O)=C(CSc3nnnn3C)CS[C@H]12)c1csc(N)n1
· | ? | CC(O)C(O)[C@H]1CNc2nc(N)[nH]c(=O)c2N1 (stereo not given in full)
· | 22.4µM* | CC12CCC(C[N+](C)(CCC[N+](C)(C)C)C1)C2(C)C (stereo not given)
· | -0.1% | CC(=O)Nc1ccc(OCC(=O)Nc2ccc(Cl)c(S(=O)(=O)N3CCOCC3)c2)cc1
· | 25.6% | CCCCCCCCCCCCCCCCCC(=O)OC[C@@H](O)[C@H]1OC[C@H](O)[C@H]1O
· | 3.5% | C[N+]1(C)[C@@H]2CC(OC(=O)C(O)(c3cccs3)c3cccs3)C[C@H]1[C@@H]1O[C@@H]12 (stereo not given in full)
· | -8.3% | Oc1ccc(CNc2cccc(C(F)(F)F)c2)c2cccnc12
· | 35.1%[activator] | CC1(C)SC2[C@@H](N=CN3CCCCCC3)C(=O)N2[C@H]1C(=O)O (stereo not given in full)
· | -16.0% | CC(C)CCCCCCc1ccc(O)cc1
· | -11.5% | Cc1ccc(Oc2ccc(OCC(=O)Nc3ccncc3)cc2)cc1
· | -8.3% | CC(C)C[C@@H](NC(=O)[C@@H](Cc1ccccc1)NC(=O)c1cnccn1)B(O)O
· | ? | Oc1ccc2ccccc2c1SSc1c(O)ccc2ccccc12
· | -23.6% | CCOc1ccc(S(=O)(=O)O)c2cccnc12
· | -15.3% | O=C(O)CC/C=C\CC[C@@H]1[C@@H](N2CCCCC2)[C@@H](O)C[C@@H]1OCc1ccc(-c2ccccc2)cc1
· | 20µM* | CCOC(=O)C(CS)NCCN[C@@H](CS)C(=O)OCC (stereo not given in full)
0.4% | · | Cc1ccc(S(=O)(=O)N(C)C)cc1NC(=O)C(C)OC(=O)c1ccc2c(=O)n3c(nc2c1)CCC3 (stereo not given)
? | · | COc1ccc(OC)c(/C=C/c2cc3ccccc3cn2)c1
-1.3% | · | Nc1nc(=S)c2ncn(C3OC(CO)CC3O)c2[nH]1 (stereo not given)

Brought forward from above: 5 compounds, then new ones.
FEN1 inh | GCN5L2 inh | Molecule
· | -15.3% | O=C(O)CC/C=C\CC[C@@H]1[C@@H](N2CCCCC2)[C@@H](O)C[C@@H]1OCc1ccc(-c2ccccc2)cc1
· | 20µM* | CCOC(=O)C(CS)NCCN[C@@H](CS)C(=O)OCC (stereo not given in full)
0.4% | · | Cc1ccc(S(=O)(=O)N(C)C)cc1NC(=O)C(C)OC(=O)c1ccc2c(=O)n3c(nc2c1)CCC3 (stereo not given)
? | · | COc1ccc(OC)c(/C=C/c2cc3ccccc3cn2)c1
-1.3% | · | Nc1nc(=S)c2ncn(C3OC(CO)CC3O)c2[nH]1 (stereo not given)
1.9% | · | C(=C1C=c2ccccc2=C1)c1ccc(N=Nc2ccc(C=C3C=c4ccccc4=C3)cc2)cc1
-5.6% | · | CCOC(=O)c1cnc(Nc2nc3ccccc3o2)nc1CSc1nnc(C)s1
-20.9% | · | N#CC(=C(O)CN1CCN(c2ccccc2F)CC1)c1nc(-c2ccc(Cl)cc2)cs1
-6.0% | · | CCOC(=O)C(Cc1ccc(O)c([N+](=O)[O-])c1)N1C(=O)c2ccccc2C1=O (stereo not given)
5.0% | · | O=C(CC12CC3CC(CC(C3)C1)C2)NC1CC1
-4.3% | · | CC(=O)Nc1ccc2c(c1)Cc1c-2cc(Br)c(N)c1Br
9.4% | · | CCCCCn1c(=NC(=O)c2cccnc2)c(C#N)cc2c(=O)n3cccc(C)c3nc21
15.9% | · | CC1(c2nnc(Cc3ccccc3)o2)CC(c2cccnc2)=NO1 (stereo not given)
? | · | Cc1cnc2ccc3ccccc3c2c1C
-5.3% | · | Cc1cccc(/N=C/c2ccccn2)n1
? | · | COc1ccc(-c2oc3ccc(N4CCOCC4)cc3c2C#CC2(O)CCCCC2)cc1
-14.1% | · | Cc1nc(NCC(=O)c2c[nH]c3ccccc23)sc1C
4.8% | · | CC(C)NC(=O)COC(=O)CNC(=O)C1CCCCC1
-4.3% | · | CCOC(=O)[C@H]1[C@H]2COc3ccc(OC)cc3[C@H]2N2C(=O)CN(Cc3ccccc3)C(=O)[C@@]12C
3.3% | · | NCCCC[C@H]1CN=C(N)N1CCCCC1CCCCC1
-6.4% | · | O=C1OCc2ccc([N+](=O)[O-])cc21
12.5% | · | CC(=O)c1nn(-c2ccccc2)cc1C(=O)c1ccc(C)cc1
-6.3% | · | OCC[C@@H]1C[C@@H](O)[C@H](O)[C@@]2(CCCCO2)O1
? | · | O=C1CCC(=O)c2ccc3c4c(ccc1c24)CC3
-8.9% | · | CCOC(=O)[C@H]1[C@H]2COc3ccc(C)cc3[C@@H]2N2C(=O)CN(C)C(=O)[C@@]12C
-6.5% | · | COc1ccccc1C=NN1C(=O)CSC1=S
6.2% | · | N#Cc1c(N)n[nH]c1Cc1cccc2ccccc12
-11.7% | · | O=[N+]([O-])c1ccc(S(=O)(=O)NN=Cc2ccc3c(c2)OCO3)cc1
-13.7% | · | CCN(CC)CCNC(=O)C(=O)NCC1OCCN1S(=O)(=O)c1cccs1 (stereo not given)
-1.5% | · | O=C(Nc1ccc(-n2nncc2-c2ccccc2)cc1)c1ccccc1
-0.6% | · | Cc1ccc(C(=O)C2CC2)cc1C
-6.8% | · | O=C1C=CC(=Nc2ccc3c(c2)Cc2cc(F)ccc2-3)O1
-1.0% | · | CCN(C(=O)COC(=O)CCCOc1ccc(Cl)cc1C)c1c(N)n(Cc2ccccc2)c(=O)[nH]c1=O
14.0% | · | COc1ccc(NC(=O)c2ccccc2NC(=O)C2CCCCC2C(=O)O)cc1 (stereo not given)
